# D1 agonist: activates the human D1 dopamine receptor. HEK293 T-REx D1 cells, calcium flux, agonist mode. activation, % at 2 µM. 1% of 360,000 active; note: 0% is about no effect
# Target sequence (P21728 whole entry, looked up): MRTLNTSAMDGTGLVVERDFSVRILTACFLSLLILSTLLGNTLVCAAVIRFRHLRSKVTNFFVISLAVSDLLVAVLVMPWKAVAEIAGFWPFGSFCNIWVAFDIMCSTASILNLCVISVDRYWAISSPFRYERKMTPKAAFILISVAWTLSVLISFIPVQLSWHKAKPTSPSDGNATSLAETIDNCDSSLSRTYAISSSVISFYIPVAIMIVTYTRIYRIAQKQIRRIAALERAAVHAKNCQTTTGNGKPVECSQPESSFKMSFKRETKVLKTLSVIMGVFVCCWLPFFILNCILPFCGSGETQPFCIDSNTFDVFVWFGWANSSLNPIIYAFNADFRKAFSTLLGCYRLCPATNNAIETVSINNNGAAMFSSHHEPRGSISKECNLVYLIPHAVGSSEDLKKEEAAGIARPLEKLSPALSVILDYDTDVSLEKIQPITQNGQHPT
#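 Inducible HEK293 T-REx D1 cells, force-coupled to calcium signalling, were plated at 4000 cells/well with tetracycline and held overnight at 30 C. After no-wash calcium dye loading, compound-evoked calcium rise over 180 s flagged agonists.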
# TRHR agonist: activates the human TRH receptor | P34981 | activation, % at 2 µM | TRHR cells, calcium flux fluo-8, FDSS agonist mode | 0.18% of 360,000 active; note: 0% is about no effect
#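 Steps: seed TRHR cells overnight; add fluo-8 no-wash Ca dye, RT 30 min–1.5 h; record 10 s baseline; pin-transfer compounds; monitor fluorescence 1 cycle/s for the agonist window. Calcium increases flag candidate agonists.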
# D2 ag: agonists of human D2 dopamine receptor; AID 485358; 0.53% of 340,000 active; activation, % at 2 µM; HEK293 T-REx D2 cells, calcium flux agonist mode;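 active = activation over 3 SD above normal in the single-dose calcium agonist read, cut at about 30% in these data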; note: 0% is about no effect
# Target sequence (P14416 whole entry, looked up): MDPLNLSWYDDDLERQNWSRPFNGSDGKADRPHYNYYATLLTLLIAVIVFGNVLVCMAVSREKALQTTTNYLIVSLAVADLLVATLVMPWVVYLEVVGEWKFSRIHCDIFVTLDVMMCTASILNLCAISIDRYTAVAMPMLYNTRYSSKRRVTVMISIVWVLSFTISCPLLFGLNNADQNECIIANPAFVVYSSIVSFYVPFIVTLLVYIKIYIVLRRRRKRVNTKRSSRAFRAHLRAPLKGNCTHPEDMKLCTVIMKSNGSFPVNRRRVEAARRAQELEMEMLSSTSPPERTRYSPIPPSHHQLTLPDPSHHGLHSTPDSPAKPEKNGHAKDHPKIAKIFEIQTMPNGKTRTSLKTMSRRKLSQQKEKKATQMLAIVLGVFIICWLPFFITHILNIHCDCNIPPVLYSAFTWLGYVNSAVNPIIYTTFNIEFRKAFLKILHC
#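 Calcium-flux readout, 1 cycle/sec over 180 s following compound pin transfer, in inducible HEK293 Trex D2 cells (force-coupled); dopamine controls included. Positive calcium responses during this window marked compounds as potential agonists.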
# TRHR PAM: allosteric enhancers of human TRH receptor; 0.66% of 360,000 active; AID 493056; enhancement, % at 2 µM; P34981; TRHR cells, fluo-8 calcium fluorescence, EC20 TRH enhancement; in the data active = enhancement above about 30%; note: 0% is about no effect
#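 TRHR-expressing cells loaded with fluo-8 calcium dye were read kinetically (ex 480/em 530) during compound addition, then stimulated with an EC20 of TRH (10 nM final). Enhancement of the Gq-mediated intracellular calcium response was scored.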
# RXFP1 antagonist: antagonists of human relaxin receptor RXFP1. AID 1259400. 0.59% of 350,000 active. HEK293-RXFP1, relaxin-stimulated cAMP HTRF, 30 min; hits give low values. activity change, negative = inhibition, % at 57.5 µM;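 active = activity change of -60% or lower, but not beyond a set lower limit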; note: % is set by controls: 0 for no effect and ±100 for the full control effect
# D1 antagonist: blocks dopamine activation of the human D1 receptor. P21728. HEK293 TREx D1 cells, calcium flux, dopamine EC80; hits give low values. activity change, negative = inhibition, % at 10 µM. 3.2% of 360,000 active; in the data active = activity change below about -30%; note: % is set by controls: 0 for no effect and ±100 for the full control effect
#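 Calcium flux readout: force-coupled, inducible Hek293 Trex D1 line, cells induced overnight at 30 C with tetracycline, dye-loaded 30–90 min at RT. Antagonism scored against EC80 dopamine challenge given 180 s after compound.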
# D1 potentiator: enhances dopamine response at the human D1 receptor; P21728; potentiation, % at 10 µM; HEK293 TREx D1 cells, calcium flux, dopamine EC20 potentiation; 0.036% of 360,000 active; in the data active = potentiation above about 30%; note: 0% is about no effect
# D2 potentiator: D2 dopamine receptor (human) potentiation; HEK293 T-REx D2, calcium flux, EC20 dopamine potentiation; 0.34% of 340,000 active; potentiation, % at 10 µM; P14416;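 active = potentiation over 3 SD above the plate norm, cut at about 30% in these data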; note: 0% is about no effect
#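 Using a no-wash calcium dye in inducible, force-coupled HEK293 Trex cells expressing D2, we tracked fluorescence each second for 180 s after compound, then for 180 s after EC20 dopamine to detect augmented signalling.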
# D2 antag: antagonizes the human D2 dopamine receptor; P14416; HEK293 TREx D2 cells, calcium flux, dopamine EC80; inhibition, % at 10 µM; 2% of 340,000 active; AID 485344; in the data active = inhibition above about 30%; note: 0% is about no effect
#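 In this primary screen, negative modulation is detected by tracking calcium flux after an EC80 dopamine challenge in inducible HEK293 T-REx D2 cells preexposed to test compound for 180 s.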
# * hit, by the source's call; x = no result given. Cut-off read from the data, not from the text of the source, unless noted: active = activation above about 30%; inactive = the rest.
# Below each SMILES: D1 agonist, TRHR agonist, D2 ag, TRHR PAM, RXFP1 antagonist, D1 antagonist, D1 potentiator, D2 potentiator, D2 antag
CCN(CC)c1ccc(C=Nc2cccnc2Cl)c(O)c1
→ 3, -0.4, 1.0, -4, 4, -2, 1, -3, -10
Nc1ccc(S(=O)(=O)Nc2nccc(/C=C/c3ccc([N+](=O)[O-])cc3)n2)cc1
→ 2, 0.0, 1.3, 11, -6, -2, -6, 23, -11
CN(CC(=O)O/N=C(\N)c1cccc([N+](=O)[O-])c1)S(=O)(=O)c1ccccc1
→ 12, -0.3, 0.4, 1, 0, -3, -5, 5, 4
CC(=O)c1ccc(NC(=O)C(C)OC(=O)CCN=C2NS(=O)(=O)c3ccccc32)cc1 (stereo unspecified)
→ 1, 0.4, 0.8, -4, -1, -17, -2, -4, 9
O=C(NCc1ccccc1)c1ccc(=O)oc1
→ 3, 0.0, 0.2, -3, -15, -3, 2, -8, 10
CN1CCN(c2ccc(Cl)cc2NC(=O)c2cc(=O)[nH]c3ccccc23)CC1
→ 6, 2.3, 0.4, -6, -1, -10, -2, -13, 8
O=C(Cn1cc2c(n1)CCCC2)N1CCCc2ccccc21
→ 1, -0.5, 1.1, -4, -23, 0, 6, -13, 14
O=C(Nc1ccc(N2CCN(c3ccccc3)CC2)c(F)c1)C1CC1
→ 7, 0.5, 0.8, -2, 3, -1, 7, 1, 8
COc1ccc(C2C(C#N)=C(/N=C/N3CCN(C)CC3)OC3=C2C(=O)CC(C)(C)C3)cc1 (stereo unspecified)
→ 1, -0.6, -0.3, -2, -14, -5, -3, 0, -1
CCCNC(=O)N1CCN(S(=O)(=O)c2ccc3c(ccn3C)c2)CC1
→ 0, 0.1, -1.4, -3, x, 10, -1, -2, x
CCOc1ccc(N(C)S(=O)(=O)c2ccc3[nH]cc(C(=O)NCC(OC)OC)c(=O)c3c2)cc1
→ 3, -0.1, -1.1, 3, 7, 0, -6, 17, -15
CCOc1cc(C(=O)NCCN2C(=O)S/C(=C\c3cccnc3)C2=O)cc(OCC)c1OCC
→ 4, -1.3, -0.1, 5, -3, -49*, -5, -1, 0
Cc1oc(-c2nc3ccccc3n2C)cc1C(=O)c1ccccc1
→ 1, 0.1, 0.4, -5, -17, -9, -2, 2, -30
CC(C)Cn1c(C(C)NC(=O)Cc2ccccc2)nc2ccccc21 (stereo unspecified)
→ -3, -0.6, -0.4, -4, -5, -6, -1, -9, -4
CCOC(=O)c1cc2occc2n1CC(=O)N1CCOCC1
→ 1, 2.2, 0.8, -3, -5, 2, 1, 3, 16
Cc1cn(C2OC[C@@H](O)[C@@H]2CO)c(=O)[nH]c1=O (stereo partly specified)
→ 3, 0.8, 0.8, -8, 4, 3, 1, 6, 17
COc1cc(/C(C)=C/c2ccccc2)c2c(c1)oc1ccccc12
→ 11, 0.9, 2.9, -3, x, 0, 4, 0, 16
O=C(COC(=O)/C=C/c1ccccc1Cl)NCc1ccco1
→ 7, -0.2, -0.5, 4, -6, 4, -5, -1, 3
N#Cc1ccc(NC(=O)c2ccc3c(c2)nnn3C2CCCC2)cc1
→ 2, -0.1, 0.0, -5, x, -11, -2, 5, x
N#Cc1ccc(S(=O)(=O)N2CCc3[nH]c4ccc(F)cc4c3C2)cc1
→ 2, 1.7, 1.5, -5, 2, -4, -1, -2, -3
CCn1cnc2c(NCc3cccnc3)nc(C#N)nc21
→ 3, 2.3, x, 4, x, -30, -9, x, x
CCOc1cc(C2C(C#N)=C(N)OC3=C2C(=O)CC(C)(C)C3)cc([N+](=O)[O-])c1O (stereo unspecified)
→ 4, -0.2, -0.1, -4, -3, 10, -3, 0, -3
O=c1cc(CN2CCN(S(=O)(=O)c3ccccc3[N+](=O)[O-])CC2)nc2sccn12
→ 2, 0.4, 1.4, 1, 2, 6, 2, -2, -6
Cc1cc(C)c(C)c(OCCCN(C)C)c1
→ 6, 0.8, 0.1, -2, 15, -1, -2, -26, -21
O=C1CC(N2CCN(c3ccccn3)CC2)C(=O)N1c1ccc(F)cc1 (stereo unspecified)
→ 0, 0.6, 2.7, 0, 4, -15, -2, -7, 3
Cc1ccc(C(=O)NC2(C(F)(F)F)N=C(c3ccccc3)N(Cc3ccccc3)C2=O)cc1 (stereo unspecified)
→ 2, -2.3, 0.1, -3, x, 3, -5, 18, x
CC(C)(C)NC(=O)C(c1cccs1)N(Cc1ccc(F)cc1)C(=O)c1csnn1 (stereo unspecified)
→ 3, -0.7, 0.6, -3, -18, 5, 0, -11, -5
Cc1ccc2c(c1)c(C1=c3ccccc3=NC1=O)c(O)n2C
→ -1, 0.7, -1.6, 3, 9, 37, -3, 15, 0
COc1ccc(C(CNC(=O)CNC(=O)c2ccccc2)N2CCCC2)cc1 (stereo unspecified)
→ 3, 0.2, -0.1, -1, 2, 6, -2, -1, -1
CCCCN(CC)CCCn1cnc2c([nH]c3ccc(Cl)cc32)c1=O
→ 9, 3.7, 3.0, 0, x, -3, -2, 7, x
O=S(=O)(c1ccc(F)cc1)N1CCC2(CC1)OCCN2S(=O)(=O)c1cccs1
→ 6, 0.5, x, -7, -2, 9, -8, -3, x
COc1ccccc1Nc1nc(-c2ccc3c(c2)NC(=O)CO3)cs1
→ 3, 0.1, 0.1, 1, -11, -16, 0, -10, -9
O=S(=O)(c1ccc(Cl)cc1)c1nc(-c2ccccc2F)oc1NCCN1CCOCC1
→ 1, -0.5, x, -4, -2, 7, -2, -7, x
O=S(=O)(c1cccc(Br)c1)N1CCN(C(=S)NCC2CCCO2)CC1 (stereo unspecified)
→ 9, 0.5, -0.3, -10, -8, -10, -4, -4, -8
Cc1cc(C)c(C#N)c(N2CCN(Cc3ccccc3)CC2)n1
→ 3, -0.3, 0.7, 26, 11, -14, -8, -27, 74*
CCCOc1ccc(CNC(=O)c2oc3ccc4c(c3c2C)C(=O)CC(C)(CC)O4)cc1 (stereo unspecified)
→ 15, 2.2, 0.4, 5, -24, 0, -2, 6, x
Cc1ccc(SCc2nc(-c3ccc(C(=O)NCc4ccccc4Cl)cc3)oc2C)cc1
→ 5, 1.1, 1.8, 4, 1, 7, -1, 2, x
CC(Sc1nnc(-c2ccccc2F)n1N)C(=O)NCC1CCCO1 (stereo unspecified)
→ 0, 1.0, -0.6, -3, -3, -3, 10, 5, 15
Cc1cccc(C)c1NC(=O)CN(C)CC(=O)Nc1ccccc1Br
→ 3, -0.5, -0.6, 6, 12, 16, -10, 12, 2
Cc1cc(C)c2nc(-c3ccccn3)cc(C(=O)Nc3ccc(S(=O)(=O)Nc4cc(C)on4)cc3)c2c1
→ 0, -0.3, 0.7, 7, -7, -11, -1, -2, -24
COc1ccc2nc(SCC(=O)Nc3ccc4c(c3)CCC4)[nH]c2c1
→ 0, -0.4, -1.0, 2, -21, 3, 3, -8, 5
Cc1cc(NC(=O)c2cccs2)ccc1NC(=O)Cc1ccccc1
→ 3, 0.5, -0.6, -6, -15, 8, -9, -9, 5
CCOC(=O)N1CCN(C(=O)NC23CC4CC(CC(C4)C2)C3)CC1
→ 0, 0.4, -0.3, 0, -9, 2, 3, 0, -13
CCc1nnc(NC(=O)c2cccc(S(=O)(=O)N3CCCC3)c2)s1
→ 2, 1.5, x, 4, -8, -15, -7, x, x
COc1ccccc1-c1nnc(SC(C)C(=O)O)n1-c1ccccc1 (stereo unspecified)
→ 2, 0.1, 0.2, 10, 6, -12, 6, 7, -2
O=C(N/N=C/c1ccco1)C(O)c1ccccc1 (stereo unspecified)
→ 2, 0.0, 0.0, -1, 8, -3, -4, -22, 6
Cc1ccsc1/C=N/NC(=O)c1nnn(-c2nonc2N)c1CSc1ccccc1
→ 2, 0.1, 3.5, -7, 0, -16, -8, -1, 7
Cc1cccc(OCC(O)Cn2c(N3CCCCC3)nc3c2c(=O)[nH]c(=O)n3C)c1 (stereo unspecified)
→ 0, -1.0, 1.2, 0, -17, -2, -2, 0, -7
CCc1ccc(C(=O)CN2CCSC2=N)cc1
→ 1, -0.4, 0.0, -3, -5, -7, 0, -1, 3
COc1ccccc1NC(=O)C1C2C=CC(C2)C1C(=O)NCc1cccnc1 (stereo unspecified)
→ -1, 0.5, 0.1, -4, -4, -1, 0, 8, 6

# Grouped by structure: the entries above containing a thiophene ring, fused or not (4)
# Below each SMILES: D1 agonist, TRHR agonist, D2 ag, TRHR PAM, RXFP1 antagonist, D1 antagonist, D1 potentiator, D2 potentiator, D2 antag
CC(C)(C)NC(=O)C(c1cccs1)N(Cc1ccc(F)cc1)C(=O)c1csnn1 (stereo unspecified)
→ 3, -0.7, 0.6, -3, -18, 5, 0, -11, -5
O=S(=O)(c1ccc(F)cc1)N1CCC2(CC1)OCCN2S(=O)(=O)c1cccs1
→ 6, 0.5, x, -7, -2, 9, -8, -3, x
Cc1cc(NC(=O)c2cccs2)ccc1NC(=O)Cc1ccccc1
→ 3, 0.5, -0.6, -6, -15, 8, -9, -9, 5
Cc1ccsc1/C=N/NC(=O)c1nnn(-c2nonc2N)c1CSc1ccccc1
→ 2, 0.1, 3.5, -7, 0, -16, -8, -1, 7

# Next structures follow:
# Below each SMILES: D1 agonist, TRHR agonist, D2 ag, TRHR PAM, RXFP1 antagonist, D1 antagonist, D1 potentiator, D2 potentiator, D2 antag
CC1(C)CC(=O)C=C(N=CC2=C(O)CC(C)(C)CC2=O)C1
→ 3, -0.5, x, 4, -2, -16, -7, x, x
COc1nnc(-c2ccc(C)c(S(=O)(=O)NC(C)C)c2)c2ccccc12
→ 5, -0.9, -1.0, 0, -5, 4, 6, 10, 6
Cc1oc(/N=C/c2ccc(F)cc2)c(C#N)c1C
→ 5, 1.0, 0.6, -2, -3, 4, 0, 2, 10
O=C(O)c1cc(S(=O)(=O)NC2CCCc3ccccc32)ccc1O (stereo unspecified)
→ -1, 0.3, 0.3, 0, -2, 3, 0, 0, -8
COc1ccc(C(c2c(O)nc[nH]c2=O)c2c(O)nc[nH]c2=O)cc1
→ 2, 0.0, 1.9, 3, 0, -11, 0, 18, 4
O/N=C/c1cccnc1Sc1ccccc1
→ 5, -0.5, 1.0, 0, -2, 0, 1, 3, -7
O=[N+]([O-])c1cc(Br)c2nsnc2c1N1CCOCC1
→ 1, 14, 26, -3, 6, -45*, -7, 4, 23
CCCc1cc(=O)[nH]c2nnc(SCC(=O)NCc3ccc4c(c3)OCO4)n12
→ 4, -0.2, x, 9, -12, -14, -7, x, x
CCC1(C)Cc2nc(Cl)c(C#N)cc2CO1 (stereo unspecified)
→ 1, 0.2, 0.4, 5, 0, -11, 3, 2, 0
O=C(OCC(=O)N1CCCC1=O)c1cccc([N+](=O)[O-])c1
→ 3, -0.1, -0.7, -4, 3, 3, -3, 0, 9
COc1ccc(C(=O)Nc2cc(-c3nn4c(C)nnc4s3)ccc2C)cc1
→ 1, -0.6, -1.5, -6, -16, 0, 0, -12, -8
CN(C)C(CNC(=O)CSc1nc2sc3c(c2c(=O)n1C)CCC3)c1ccccc1 (stereo unspecified)
→ 0, -0.2, -0.4, 9, -4, 13, -13, 10, 1
O=C(CN1C(=O)NC(CCc2ccccc2)C1=O)NC1CC1 (stereo unspecified)
→ 0, 0.8, 0.8, 0, 2, 5, -7, 1, 11
CCOC(=O)N1CCC(Nc2c(NCCCN(CC)c3cccc(C)c3)c(=O)c2=O)CC1
→ 3, -0.3, 1.5, -2, x, 8, x, -7, -13
Cn1cc(CN2CCC(n3nccc3NC(=O)Cc3ccccc3)CC2)cn1
→ 3, 0.3, 0.0, 2, -3, -9, -2, -10, -8

# Screening results (PubChem)

# This is a random part of the collection; overall some 7.3% were active at least once.
